GLS inhibitor = qHTS for Inhibitors of Glutaminase (GLS); Glutaminase kidney isoform, mitochondrial (Homo sapiens), O94925; GLS enzymatic activity, qHTS titration; Potency, µM (series often up to 45.5 µM), inactives show top-dose activity change, negative = inhibition, most hits filed as inhibitors; 410,000 tested, 0.21% active; also: potency is read from the fitted curve at half-maximal effect; % is scaled to controls: 0 for no effect and ±100 for the full control effect
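Glutamate formation by hKGA was monitored fluorometrically using coupled glutamate oxidase, HRP and Amplex Red. Substrate was added as 1 mM L-glutamine solution; incubation was 30 min at RT after an initial read.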
IDH1 R132H inh = qHTS for Inhibitors of mutant isocitrate dehydrogenase 1 (IDH1): qHTS; Potency, µM (titrated, usually from 76.6 µM), inactives show at the top dose activity change, negative = inhibition, actives largely listed as inhibitors; 390,000 tested, 0.093% active; IDH1-R132H enzyme, NADPH consumption, diaphorase/resazurin fluorescence; also: potency is read from the fitted curve at half-maximal effect; % is scaled to controls: 0 for no effect and ±100 for the full control effect; nearly all actives have a fitted effect of over 65% in size
Target sequence (O75874 whole entry R132H, stated change not applied): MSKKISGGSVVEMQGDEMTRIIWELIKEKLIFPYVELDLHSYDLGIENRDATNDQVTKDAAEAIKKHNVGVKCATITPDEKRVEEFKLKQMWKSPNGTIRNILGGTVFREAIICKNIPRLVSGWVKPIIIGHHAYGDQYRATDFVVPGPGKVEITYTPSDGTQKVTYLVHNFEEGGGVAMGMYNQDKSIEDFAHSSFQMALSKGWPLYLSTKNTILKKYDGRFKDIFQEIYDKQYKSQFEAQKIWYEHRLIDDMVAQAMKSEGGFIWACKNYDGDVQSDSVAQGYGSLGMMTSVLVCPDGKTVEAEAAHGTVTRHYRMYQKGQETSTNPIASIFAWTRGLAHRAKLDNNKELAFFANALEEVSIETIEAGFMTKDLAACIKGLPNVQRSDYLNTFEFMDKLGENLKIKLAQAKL
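IDH1-R132H (0.5 ug/mL dispensed) in pH 7.5 Tris buffer was preincubated 30 min with compound, then given a substrate mix of 0.016 mM NADPH and 2 mM alpha-KG for 80 min at room temperature; remaining NADPH was read by diaphorase/resazurin fluorescence.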
HP1b chromo inh = HTS for Inhibitors of HP1-beta Chromodomain Interactions with Methylated Histone Tails | Chromobox protein homolog 1 (Homo sapiens), P83916 | AlphaScreen HP1-beta / biotin-H3K9me3 peptide binding | Potency, µM (titrated, usually from 114 µM), for the others: at the top dose activity change, negative = inhibition, most hits filed as inhibitors | 390,000 tested, 0.56% active; also: potency is read from the fitted curve at half-maximal effect; nearly all actives have a fitted effect of over 70% in size; inactives centre near 23
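Compound inhibition of the preformed complex between 50 nM HP1-beta and 50 nM biotinylated H3K9me3 peptide was read by AlphaScreen. Buffer was PBS pH 7.4 with 0.01% Tween-20. Incubations ran 30 min at room temperature, with 10 ug/mL donor/acceptor beads.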
Pin1 inh = qHTS Assay to Find Inhibitors of Pin1; Peptidyl-prolyl cis-trans isomerase NIMA-interacting 1 (Homo sapiens), Q13526; Pin1 FP peptide displacement, HiFluor488, 10 min; Potency, µM (titrated, usually from 115 µM), inactives show at the top dose activity, negative = inhibition, most hits filed as inhibitors; 390,000 tested, 0.009% active; AID 504891, 2011; active = well fitted inhibition curve with a large enough effect in the polarisation, with a control signal flat, not every such curve was filed as active; inconclusive = small, poorly fitted or top-dose-only effect, or effect the other way, or a change in a side signal; inactive = no such curve, though single readings can be large or run the other way; the % refers to the polarisation; also: potency is read from the fitted curve at half-maximal effect; % is scaled to controls: 0 for no effect and ±100 for the full control effect
Target sequence (Q13526 whole entry, looked up): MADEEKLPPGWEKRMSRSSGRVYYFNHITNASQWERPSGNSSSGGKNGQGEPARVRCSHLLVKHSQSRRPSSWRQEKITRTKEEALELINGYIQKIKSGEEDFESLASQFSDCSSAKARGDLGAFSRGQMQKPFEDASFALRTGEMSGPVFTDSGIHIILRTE
TrxR1 inh = qHTS Assay for Inhibitors of Mammalian Selenoprotein Thioredoxin Reductase 1 (TrxR1): qHTS; AID 588453, 2011; Potency, µM (doses to about 114 µM), for inactives: at the highest dose activity change, negative = inhibition, most hits filed as inhibitors; 390,000 tested, 1% active; recombinant rTrxR1, NADPH fluorescence consumption, selenite substrate; Thioredoxin reductase 1, cytoplasmic (Rattus norvegicus), O89049; also: potency is read from the fitted curve at half-maximal effect; % is scaled to controls: 0 for no effect and ±100 for the full control effect; nearly all actives have a fitted effect of over 65% in size
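Rat TrxR1 (90 nM in the dispensed reagent) was pre-reduced with 400 uM NADPH for 5 min at room temperature, then incubated with compound for 15 min. After 400 uM selenite was added, NADPH fluorescence (Ex 340/Em 450 nm) was followed for 8 min.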
PI4K2A inh = qHTS for small molecular inhibitors of PI4K2A; purified PI4K2A, ADP-Glo luminescence, 1 h; active compounds read low; 420,000 tested, 0.13% active; activity change, negative = inhibition, % at 76.9 µM; in the data active = activity change below about -50%; inconclusive = mostly about -30% to -49%;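 also: -100% = wells without enzyme as full effect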
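Compounds are screened against recombinant PI4K2A using PI as substrate and ATP, the latter dispensed at 300 microM. Reactions run one hour at ambient temperature before ADP-Glo detection; full inhibition defined by wells lacking enzyme.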
TrxR1 substrate = qHTS Assay for Substrates of Mammalian Selenoprotein Thioredoxin Reductase 1 (TrxR1): qHTS; purified TrxR1 substrate turnover, NADPH consumption readout; Thioredoxin reductase 1, cytoplasmic (Rattus norvegicus), O89049; 390,000 tested, 0.01% active; Potency, µM (highest dose often 114 µM), without a hit: at the highest dose activity change, negative = substrate turnover; also: potency is read from the fitted curve at half-maximal effect; % is scaled to controls: 0 for no effect and ±100 for the full control effect; nearly all actives have a fitted effect of over 50% in size
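Rat TrxR1, dispensed at 90 nM, was prereduced with 400 uM NADPH (final) for 5 min at ~22 deg C, then incubated with compound 15 min before 400 uM selenite. A first-read NADPH fluorescence drop versus no-compound background flagged substrates.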
USP1-UAF1 inh = Inhibitors of USP1/UAF1: Primary Screen; recombinant USP1/UAF1, Ub-Rhodamine cleavage fluorescence; Potency, µM (titrated, usually from 57.1 µM), without a hit: at the top dose activity change, negative = inhibition, most hits filed as inhibitors; 390,000 tested, 0.23% active; AID 743255, 2014; also: potency is read from the fitted curve at half-maximal effect; % is scaled to controls: 0 for no effect and ±100 for the full control effect; nearly all actives have a fitted effect of over 60% in size; inactives centre near -12
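1 nM enzyme complex + cpd, 15 min RT; start with Ub-Rho 150nM final; kinetic fluorescence ex 480/em 540, 6 reads q60 s. Buffer 50mM HEPES pH 7.8, 0.5mM EDTA, 0.1 mg/ml BSA, 1mM TCEP, 0.01% Tween-20.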
PGK inhibitor = qHTS Assay to Find Inhibitors of Phosphoglycerate Kinase; AID 602233, 2012; PGK/GAPDH coupled, Kinase-Glo luminescence, 60 min; 380,000 tested, 0.043% active; Phosphoglycerate kinase, glycosomal (Trypanosoma brucei brucei), P07378; Potency, µM (titrated, usually from 57.5 µM), inactives show top-dose activity change, negative = inhibition, actives largely listed as inhibitors; also: potency is read from the fitted curve at half-maximal effect; % is scaled to controls: 0 for no effect and ±100 for the full control effect; nearly all actives have a fitted effect of over 60% in size
Target sequence (P07378 whole entry, looked up): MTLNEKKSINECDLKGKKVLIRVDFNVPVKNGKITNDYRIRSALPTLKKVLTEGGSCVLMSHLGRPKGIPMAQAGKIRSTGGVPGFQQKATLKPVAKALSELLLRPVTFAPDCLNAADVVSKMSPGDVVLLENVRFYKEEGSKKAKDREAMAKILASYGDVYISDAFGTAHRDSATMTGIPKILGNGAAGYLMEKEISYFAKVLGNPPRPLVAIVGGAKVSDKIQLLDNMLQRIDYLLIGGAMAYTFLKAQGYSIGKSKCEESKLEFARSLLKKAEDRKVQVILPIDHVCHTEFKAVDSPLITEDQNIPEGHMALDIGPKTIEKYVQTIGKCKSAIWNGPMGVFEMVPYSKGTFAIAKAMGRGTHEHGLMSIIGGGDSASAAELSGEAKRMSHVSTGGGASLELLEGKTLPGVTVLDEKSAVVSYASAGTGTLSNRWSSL
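Recombinant glycosomal PGK reaction used 1,3-bisphosphoglycerate generated in-well by GAPDH (100nM final) in 100mM TEA pH 7.6, 5mM MgCl2, 0.01% Tween-20. After 60 minutes at room temperature, ATP was read by Kinase-Glo Plus luminescence end-point.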
* hit, by the source's call; i = inactive; ? = inconclusive; nt = not tested or not shown; [ ] = another dose, or the depositor's remark. Unless noted, calls follow the shape of the dose curve; as a rule, active = well fitted curve in the direction sought with a large enough effect; inconclusive = small, poorly fitted or top-dose-only effect, or another doubt; inactive = no such curve, though single readings can be large; an effect the other way counts as inactive or inconclusive. Only part of the results is shown (hit frequency here may not be typical).

nr	Structure	GLS inhibitor	IDH1 R132H inh	Pin1 inh	HP1b chromo inh	TrxR1 inh
1	Cc1ccc(-n2nc3ccc(N)cc3n2)cc1	26%	6%	?	-9%	33%
2	COc1cc(/C=N/n2c(COc3ccccc3)n[nH]c2=S)cc(Br)c1O	0%	7%	?	-19%	-10%[57.1 µM]
3	CC(NC(=O)CN1CCCC1)C12CC3CC(CC(C3)C1)C2 (configuration not stated)	13%	-4%	1%	32%	8%
4	COc1cc2c(cc1NC(=O)CCCN1C(=O)CCC1=O)oc1ccccc12	-8%	-2%	-7%	-1%	-3%[57.1 µM]
5	COC(=O)c1ccc2c(c1)N(Cc1ccccc1)C(=O)c1ccccc1S2(=O)=O	-6%	0%	-3%	43%[activator]	23%[57.1 µM]
6	O/N=C(\C[n+]1ccccc1)c1ccc(Br)cc1	12%	0%	-3%	-4%	10%
7	COC(=O)C1(c2ccccc2)NC(c2cccs2)C2C(=O)N(C)C(=O)C21 (configuration not stated)	-10%	7%	-1%	51%[activator]	5%
8	CC(=O)c1cccc(Nc2nc(-c3cccc([N+](=O)[O-])c3)cs2)c1	-2%	4%	2%	31%	15%
9	CCCOc1ccc(CC(CC(=O)O)(C(=O)O)C(=O)O)cc1	1%	6%	-9%	20%	7%
10	CC1(C)CC(NC(=O)c2ccccc2)CC(C)(C)N1	-16%	6%	-5%	5%	33%[activator][57.1 µM]

nr	PGK inhibitor	PI4K2A inh	TrxR1 substrate	USP1-UAF1 inh
1	0%	-4	138%[activator]	?
2	-3%	-15	11%[57.1 µM]	-3%
3	1%	-2	-5%	-1%
4	-1%	0	-8%	1%
5	-1%	2	5%[57.1 µM]	-15%
6	0%	-1	3%	-26%
7	3%	1	3%	-11%
8	-7%	-1	1%	-14%
9	-7%	4	0%	-14%
10	-5%	-9	13%[57.1 µM]	-8%

Ordered by value in IDH1 R132H inh (lowest first): three of the compounds above
nr	Structure	GLS inhibitor	IDH1 R132H inh	Pin1 inh	HP1b chromo inh	TrxR1 inh
8	CC(=O)c1cccc(Nc2nc(-c3cccc([N+](=O)[O-])c3)cs2)c1	-2%	4%	2%	31%	15%
1	Cc1ccc(-n2nc3ccc(N)cc3n2)cc1	26%	6%	?	-9%	33%
7	COC(=O)C1(c2ccccc2)NC(c2cccs2)C2C(=O)N(C)C(=O)C21 (configuration not stated)	-10%	7%	-1%	51%[activator]	5%

nr	PGK inhibitor	PI4K2A inh	TrxR1 substrate	USP1-UAF1 inh
8	-7%	-1	1%	-14%
1	0%	-4	138%[activator]	?
7	3%	1	3%	-11%

New compounds follow:
nr	Structure	GLS inhibitor	IDH1 R132H inh	Pin1 inh	HP1b chromo inh	TrxR1 inh
11	COC(=O)c1cc(-c2ccc(Cl)cc2Cl)n[nH]1	-8%	3%	-3%	49%[activator]	21%
12	CCCCCC(=O)NC(=S)Nc1ccc(Cl)cn1	4%	-4%	2%	38%	-11%
13	O/N=C/c1ccccc1OCc1ccccc1Cl	24%	6%	1%	30%	-2%
14	Cc1ccccc1N(CC(=O)NCCc1ccccc1)C(=O)CCC(=O)Nc1ccccn1	-6%	-4%	0%	-5%	27%
15	CNC(=O)c1cc2c(=O)n3cccc(C)c3nc2n(C(C)C)c1=N	0%	15%	-1%	14%	?
16	Cc1ccc(NS(=O)(=O)c2cccs2)cc1S(=O)(=O)N1CCCCCC1	2%	0%	-1%	35%[activator]	11%
17	COc1ccc(NS(=O)(=O)CC23CCC(CC2=O)C3(C)C)cc1 (configuration not stated)	11%	5%	-3%	29%	9%
18	CCOc1ccc(C(=O)COC(=O)C2CCN(c3ccc(C(F)(F)F)cn3)CC2)cc1	1%	6%	35%[activator]	45%[activator]	8%
19	Cc1ccc(OCC(=O)Nc2ccncc2)c(C)c1	-3%	2%	-1%	62%[activator]	29%
20	CCOc1ccc(NC(=O)CSc2nnc(CCNC(=O)c3ccc(OC)cc3)n2C)cc1	7%	-1%	-12%	12%	1%

nr	PGK inhibitor	PI4K2A inh	TrxR1 substrate	USP1-UAF1 inh
11	-4%	3	3%	-17%
12	2%	-4	-8%	4%
13	3%	-7	-2%	-13%
14	0%	0	4%	-8%
15	-6%	-2	nt	0%
16	-9%	-11	1%	-10%
17	-4%	-1	2%	-1%
18	i	-11	3%	-25%
19	7%	3	9%	-29%
20	-5%	3	-9%	-3%

Further structures
nr	Structure	GLS inhibitor	IDH1 R132H inh	Pin1 inh	HP1b chromo inh	TrxR1 inh
21	COc1ccccc1-c1nc2ccc(Cl)cc2c(=O)n1O	-2%	-6%	-4%	36%	3%[2.29 µM]
22	CCOC(=O)N1CCC(N(C(=O)Nc2ccccc2)C(C)CC)CC1 (configuration not stated)	0%	-3%	-6%	1%	28%
23	CCn1nc(C(=O)Nc2ccc(S(=O)(=O)Nc3nccs3)cc2)c2ccccc2c1=O	-4%	-8%	33%[activator]	-5%	-13%
24	O=C(NN1CCOCC1)c1ccccc1Br	-17%	10%	-3%	48%[activator]	21%
25	O=C(NN1C(=O)c2ccccc2NC1c1cccnc1)c1ccc([N+](=O)[O-])cc1 (configuration not stated)	15%	5%	1%	25%	-4%
26	CC(C)(C)c1ccc(S(=O)(=O)NCC2CCCO2)cc1 (configuration not stated)	0%	-9%	6%	39%[activator]	0%
27	CCc1cc(CNC(=O)C2CCC(=O)N(Cc3ccc(Cl)cc3)C2)on1 (configuration not stated)	1%	-15%	1%	35%	0%
28	CCOc1ccc(CCNC(=O)C2CC(=O)N(C3CCCC3)C2)cc1OCC (configuration not stated)	-2%	-6%	-10%	25%	20%
29	Cn1c(N2CCN(S(=O)(=O)c3ccc(F)cc3)CC2)nc2ccccc21	1%	-4%	-2%	1%	24%[57.1 µM]
30	Cc1nc(SCC(=O)Nc2cccc(Cl)c2)n[nH]1	3%	7%	2%	28%	-10%

nr	PGK inhibitor	PI4K2A inh	TrxR1 substrate	USP1-UAF1 inh
21	6%	0	0%[57.1 µM]	-11%
22	nt	3	10%	-1%
23	0%	-8	-8%	-1%
24	i	4	6%	-20%
25	4%	-2	-6%	4%
26	0%	0	-9%	3%
27	-5%	-2	-9%	-5%
28	-4%	0	5%	-5%
29	-8%	1	2%[57.1 µM]	-5%
30	i	11	-5%	2%

(next part)
nr	Structure	GLS inhibitor	IDH1 R132H inh	Pin1 inh	HP1b chromo inh	TrxR1 inh
31	COc1ccc(NC(=O)c2cc(-c3ccccc3)nc3c2cnn3C(C)C)c(OC)c1	-2%	3%	1%	9%	28%
32	COc1cc(OC)cc(C(=O)NCC(=O)OCC(=O)c2cc(C)n(Cc3ccco3)c2C)c1	-4%	9%	?	-5%	-11%
33	Cc1cccc(NC(=O)CCc2nnc3ccc(NCc4ccco4)nn23)n1	?	0%	-9%	46%[activator]	6%
34	N=C1SC(c2ccccc2)C(=O)N1c1ncc(Cc2ccccc2)s1 (configuration not stated)	2%	3%	10%	32%	?
35	NC(=NCc1ccco1)NC(=O)c1ccc(Cl)cc1	-4%	-10%	-1%	11%	-7%[57.1 µM]
36	CCN(C(=O)c1cnc(N2CCOCC2)c2ccccc12)c1cc(C)ccc1C	9%	29%	3%	25%[57 µM]	21%[57.1 µM]
37	O=C(NCc1cccs1)C1CCCN1C(=O)Nc1cccc(Cl)c1 (configuration not stated)	-16%	-4%	3%	25%	18%[57.1 µM]
38	Cc1cccc(-n2c(SCC(=O)NCc3ccc4c(c3)OCO4)nc3ccccc3c2=O)c1	6%	1%	0%	32%	11%[11.4 µM]
39	CCc1ccc(N(CC(=O)NCc2cccnc2)S(=O)(=O)c2ccccc2)cc1	4%	0%	-1%	26%	10%
40	CCOc1ccc(NC(=O)CSc2nc3c(c(=O)[nH]2)CCCC3)cc1	-17%	0%	0%	30%	6%

nr	PGK inhibitor	PI4K2A inh	TrxR1 substrate	USP1-UAF1 inh
31	i	2	-8%	-16%
32	-2%	0	-5%	-20%
33	-8%	1	-1%	-18%
34	-4%	1	-16%	-5%
35	-4%	-1	-4%[57.1 µM]	-16%
36	-8%	-10	5%[57.1 µM]	-14%
37	i	-3	12%[57.1 µM]	-2%
38	-9%	-5	3%	-18%
39	0%	-1	3%	-26%
40	11%	-2	2%	3%
